PAX8 reporter: inhibitors of PAX8-driven TPO luciferase reporter, primary screen, RMG-I cells, single concentration | AID 652154, 2013 | 360,000 compounds, 1.2% hits | inhibition, % at 12.6 µM | SteadyGlo, 24 h;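 active means mean replicate inhibition at least 60% with every replicate also reaching 60%; inconclusive means only one of the two criteria is met; inactive means mean below 60% and not all replicates reaching 60%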;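 further: luciferase light reporting Pax8 driven TPO promoter activity; plate controls were median of neutral control wells for no effect and mitoxantrone controls for full effect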
EWS-Fli block: EWS/Fli-driven NR0B1 reporter inhibitors, primary screen, A673 cells, NR0B1 luciferase, luminescence, MLPCN library; viability-normalised; inhibition, % at 12.6 µM; 350,000 compounds, 0.67% hits;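 active means mean inhibition of at least 50% after viability correction, with every replicate also passing that limit; inconclusive means mean reaches 50% but only one of two replicates passes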;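 further: firefly luciferase signal divided by Alamar Blue viability fluorescence both relative to DMSO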
miR-122 sensor: miR-122 Renilla sensor signal increase in Huh7, primary screen, miR-122 inhibitor project, cell-based, single point, plate reader. Huh7 miR-122 Renilla luciferase sensor, 48 h; neutral wells = 0, positive control = 100. 340,000 compounds, 0.3% hits. activation (reporter increase), % at 12.5 µM;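 active means mean replicate activation score at least 90 and every replicate individually at or above 90; inconclusive means only one of the two criteria met; inactive means neither criterion met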;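 further: higher luciferase means less miR-122 activity so hits act as miR-122 inhibitors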
DENV2 CPE: inhibitors of DENV2 cytopathic effect, primary screen, cell-based, plate reader, single concentration; DENV2-infected cells, cytopathic effect rescue; 350,000 compounds, 1.7% hits; CPE inhibition, % at 9.99 µM; in the data active means CPE inhibition above about 20%, passing the limit was not always enough; inconclusive means no clear call, values can overlap the other calls; tested in BHK-21 cells;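 further: 0% = median of neutral control wells and 100% = median of positive control wells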
FN deposition inh: inhibitors of fibronectin matrix deposition, primary screen, AH1F cells, Alexa488-fibronectin fluorescence, plate reader; AH1F fibroblasts, overnight; inhibition, % at 12.6 µM; 350,000 compounds, 0.086% hits; AID 743247, 2014;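 active means mean inhibition across replicates of 30% or more, regardless of how many single replicates reach that level; inconclusive means mean under 30% yet at least half of replicates reach 30%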;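 further: positive control wells lacked labelled fibronectin entirely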
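Material: AH1F fibroblast monolayer depositing Alexa488-labelled fibronectin into matrix | Input: 10000 AH1F cells/well | Medium: DMEM plus 2% serum, read in PBS | Reagent: Alexa488-fibronectin, 24 nM final in well | Compound dosing: One dose per compound, pinned | Schedule: 1 h adhesion, overnight exposure | Measured by: Fluorescence at 485 nm excitation, 525 nm emission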
INS-1E GSIS act: GLuc luminescence reporter in INS-1E cells, primary screen for activators of glucose-dependent secretion of insulin. INS-1E GLuc reporter insulin secretion, 2-3 h. activation, % at 16.6 µM. 370,000 compounds, 0.61% hits;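 active means lowest replicate activation of at least 40%, so every replicate reaches that level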;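 further: 0% = median of neutral control wells and 100% = median of IBMX positive control wells; some compounds called inactive have numbers as strong as hits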
CFTR F508del cor: F508del CFTR correction, initial screen, CFBE line, single point. 350,000 compounds, 0.36% hits. CFBE cells, YFP halide quenching; stimulated with forskolin plus potentiator P3; % fluorescence drop versus neutral controls. activity (quench increase), % at 7.58 µM;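 active means mean added fluorescence quench of at least 8% versus neutral control, with both replicates also reaching 8%; inconclusive means only one of the mean or replicate conditions met; inactive means mean below 8% and not both replicates reaching 8%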;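 further: cells transiently co-express mutant CFTR-F508del with the halide-sensitive YFP; corrector assay measuring rescue of mutant channel to the surface after 24 h compound exposure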
Numbers without * were called inactive; ? = inconclusive; / = not tested or not shown; [ ] = remark or other dose.

1) CC(C)NC(=O)C1CCN(C2CCN(C(=O)C3=CCCC3)CC2)CC1
2) COc1ccc(C(C)n2c(C)c3c(C)nnc(C)c3c2C)cc1 (stereo not given)
3) COc1ccc(CCNC2CCc3ccccc3C2)cc1 (stereo not given)
4) Cc1ccc(C(=O)/C=C/NCc2ccc(F)cc2)cc1
5) Cc1cccc(CSc2nc3c(c(=O)[nH]2)CCCC3)c1
6) Nc1nnc(SCC(=O)NNC(=O)c2ccccc2F)s1
7) NC(=O)COc1ccc(=O)n(-c2ccccc2)n1
8) Cc1csc(-c2cnn(-c3ccccc3)c2NC(=O)c2ccccc2)n1
9) Cc1nn(C(C)C(=O)O)c(C)c1[N+](=O)[O-] (stereo not given)
10) C[C@@H]1CN([C@H](C)CO)C(=O)Cc2cc(NC(=O)CCCCCC(=O)Nc3ccccc3N)ccc2O[C@@H]1CN(C)Cc1ccccc1
entry no.	1	2	3	4	5	6	7	8	9	10
PAX8 reporter	-8.8	/	8.8	-24.1	-15.7	10.9	-20.9	26.4	-7.9	12.0
EWS-Fli block	-0.8	/	-9.7	/	/	5.7	0.3	/	5.6	-26.4
miR-122 sensor	/	-0.2	-19.5	/	4.5	1.5	4.3	-1.2	-6.2	9.0[16.7 µM]
DENV2 CPE	/	/	4.1	/	/	-1.5	0.5	/	/	-7.6
FN deposition inh	1.5	7.8	6.9	-1.0	2.3	19.5	-0.9	-1.3	-12.6	/
INS-1E GSIS act	-1.4	-27.6	-18.8	-9.5	-8.0	20.1	1.0	/	-1.7	22.2
CFTR F508del cor	-1.2	/	2.5	/	/	1.0	-0.6	/	1.6	0.1

11) CCOc1cc(NC(=S)N2CCC(C(N)=O)CC2)c(C(=O)OC)cc1OCC
12) O=C(Nc1ccccc1F)N[C@@H]1CC[C@@H](CCNC(=O)C2CCCCC2)O[C@@H]1CO
13) Cc1ccc(Nc2ccc(C(F)(F)F)cc2[N+](=O)[O-])cc1
14) Cc1sc2nc(SCc3ccc(C(=O)O)cc3)n(Cc3ccco3)c(=O)c2c1C
15) Cc1ccc(CNC(=O)CSCc2ccccc2F)cc1
16) Cc1ccc(-c2[nH]c(-c3ccc(C(=O)O)cc3)nc2-c2ccccc2)cc1
17) Cc1cccc(CN(C)C[C@@H]2OCc3cnnn3CCCC(=O)N([C@@H](C)CO)C[C@@H]2C)c1
18) C[C@@H]1CCCCO[C@H](CN(C)C(=O)C2CCCCC2)[C@@H](C)CN([C@@H](C)CO)C(=O)c2cc(N(C)C)ccc2O1
19) CC(N)C12CC3CC(C1)CC(C(C)N)(C3)C2 (stereo not given)
20) CC(C)(C)C(=O)Nc1ccccc1C(=O)N1CCCC1
entry no.	11	12	13	14	15	16	17	18	19	20
PAX8 reporter	4.1	-15.5	33.0	22.5	-23.6	-1.9	/	11.2	7.1	19.6
EWS-Fli block	-5.9	0.6	8.6	22.9	-13.0	/	-5.4	-5.2	/	/
miR-122 sensor	7.1	/	-0.3	17.4	/	/	1.1[16.7 µM]	-10.5[16.7 µM]	-19.4	-1.0
DENV2 CPE	-0.5	-5.1	?	8.9	3.4	/	-5.2	/	/	/
FN deposition inh	-1.4	-5.3	9.8	-9.2	-2.6	-0.8	1.9	/	3.5	7.9
INS-1E GSIS act	-1.7	-3.2	14.4	-25.1	-7.3	-12.1	-9.1	-8.3	/	/
CFTR F508del cor	-0.3	0.3	1.7	-3.4	0.5	/	-0.7	2.5	/	/

21) CCNc1nc(NCC)nc(SCCOc2ccc(C)cc2)n1
22) O=C(NC1CCCCCC1)C(=S)NCc1ccccc1
23) CO[C@H]1CN(C)C(=O)c2cccc(C#N)c2OC[C@H]2O[C@@H](CC[C@H]2OC)CCN(C)C(=O)[C@@H]1C
24) O=C(CSc1nc2ccccc2c(=O)[nH]1)Nc1ccc([N+](=O)[O-])cc1
25) COc1ccc(-c2csc(N(CCCN(C)C)C(=O)c3ccc(OC)c(OC)c3)n2)cc1
26) C=CCn1c(=O)[nH]c2nc3cc(N=CN(C)C)c(C)cc3nc2c1=O
27) CC(C)C1N(C(=O)N(C)C)CCN1S(=O)(=O)c1ccccc1 (stereo not given)
28) CC(C)c1ccc(NC(=S)NCc2ccc3c(c2)OCO3)cc1
29) C[C@@H]1CN([C@H](C)CO)C(=O)Cc2cc(NC(=O)Nc3ccc(F)cc3)ccc2O[C@H]1CN(C)Cc1ccc(Oc2ccccc2)cc1
30) O=C1NC[C@H](CCCCN2C[C@H](Cc3ccccc3)N(CCc3ccccc3)C(=O)C2=O)N(CCC2CCCCC2)C1=O
entry no.	21	22	23	24	25	26	27	28	29	30
PAX8 reporter	-16.2	-54.5	4.0	20.4	-13.3	-1.5	-23.4	-23.0	-12.6	21.5
EWS-Fli block	/	-51.0	-19.6	2.7	0.7	-4.1	/	-1.0	6.1	1.7
miR-122 sensor	/	/	/	-5.7	-11.6	2.5	-1.5	/	1.7[16.7 µM]	/
DENV2 CPE	/	-3.9	-7.3	6.0	6.4	-3.4	-3.8	-8.5	-16.8	-1.2
FN deposition inh	-3.6	2.3	-7.1	-4.5	18.5	1.4	0.8	/	/	-4.4
INS-1E GSIS act	-8.1	-21.6	6.4	-3.7	-15.2	6.0	11.0	-33.8	-14.2	-23.3
CFTR F508del cor	/	2.6	-0.4	-0.9	2.2	-1.5	0.1	4.1	-1.4	-0.3

31) CCOC(=O)C(=Cc1ccc(Br)cc1)C(=O)OCC
32) COc1ccc(C(=O)NCCSCc2ccccc2C)cc1
33) Cc1cccc(-c2nnn(CC/C(N)=N/O)n2)c1
34) Cc1ccc(S(=O)(=O)Nc2ccc3c(c2)C(=O)N([C@H](C)CO)C[C@@H](C)[C@H](CN(C)C(=O)C2CCCCC2)OCCCC[C@H](C)O3)cc1
35) CC1CC(C)CN(C(=O)C2CCN(S(=O)(=O)c3cccs3)CC2)C1 (stereo not given)
36) Cc1ccc(C(=O)NCCc2cccs2)cc1
37) CCN(C[C@@H]1[C@@H](c2ccccc2)[C@@H](CO)N1S(C)(=O)=O)C(=O)C1CC1
38) COc1ccc(OCc2cc(C(=O)NCC3CCOCC3)no2)c(Cl)c1
39) COc1ccc(-n2nc(C(=O)NCC(=O)NCCc3ccc(OC)c(OC)c3)c3ccccc3c2=O)cc1Cl
40) Cc1cccc(S(=O)(=O)N2C[C@H]3[C@@H](c4ccccc42)[C@H](CO)N3Cc2ccccn2)c1
entry no.	31	32	33	34	35	36	37	38	39	40
PAX8 reporter	16.8	-8.1	-3.3	74.5*	14.0	42.8	8.1	-164.3	24.3	27.3
EWS-Fli block	?	/	/	12.6	-0.9	63.7*	-3.4	/	10.1	1.3
miR-122 sensor	0.4	2.1	-7.0	-9.8[16.7 µM]	-2.4	-6.7	-75.0[16.7 µM]	-2.7	-21.6	-25.0[16.7 µM]
DENV2 CPE	0.7	/	/	-11.2	-5.0	/	4.8	0.7	-1.7	-3.4
FN deposition inh	7.5	13.5	-4.6	4.0	-1.2	-7.4	/	-1.9	0.8	/
INS-1E GSIS act	-33.2	/	/	-23.6	4.9	7.7	5.1	-3.5	5.9	8.1
CFTR F508del cor	3.3	/	/	-2.4	1.3	-0.7	-1.9	-2.1	1.3	3.5

41) Cc1cc(=O)n(C(C)Cc2ccccc2)n1C(C)Cc1ccccc1 (stereo not given)
42) CC(=O)NC(c1ccc(Cl)cc1)c1ccc2cccnc2c1O (stereo not given)
43) COc1ccc(/C(C)=N/NC(=O)CNC(=O)/C=C/c2ccccc2OC)cc1
44) O=C(CC1SC(=NCCc2ccccc2)N(/N=C/c2cccs2)C1=O)Nc1ccc(Cl)cc1 (stereo not given)
45) CC1CCCC(NC(=O)COC(=O)c2n[nH]c3ccccc23)C1C (stereo not given)
46) CCc1c(C)nc(SCC(=O)Nc2ccc(Br)cc2)[nH]c1=O
47) CCc1ccc(N/C(=N/c2nc(C)cc(C)n2)NC(C)=O)cc1
48) CC(=O)Nc1ccc(S(=O)(=O)NCCS(=O)(=O)N2CCN(c3ccccc3F)CC2)cc1
49) C[C@@H]1CN([C@H](C)CO)C(=O)c2cc(NC(=O)Cc3ccccc3)ccc2O[C@H]1CN(C)Cc1ccc(C(F)(F)F)cc1
50) COc1ccc(N2CCN(C(=O)CCCSc3nc4ccccc4[nH]3)CC2)cc1
entry no.	41	42	43	44	45	46	47	48	49	50
PAX8 reporter	-2.2	94.9*	10.5	5.8	6.5	-5.5	8.0	21.0	30.7	6.7
EWS-Fli block	-0.2	43.6	-11.1	-2.5	11.7	3.1	4.9	/	-0.5	/
miR-122 sensor	/	-16.5	/	43.7	/	-7.3	-2.2	9.7	0.4[16.7 µM]	-1.5
DENV2 CPE	-5.5	1.6	?	-14.1	-2.9	-5.5	1.9	7.1	/	/
FN deposition inh	-6.7	-7.5	-11.8	10.0	-6.4	-1.5	-1.9	-6.1	/	-1.9
INS-1E GSIS act	6.6	/	-9.5	/	-9.8	10.1	19.0	9.7	-43.2	/
CFTR F508del cor	0.4	11.7*	-1.6	0.1	2.9	-1.9	-3.6	-1.4	1.5	/

Retrieved by structure from above, 7 records:
6) Nc1nnc(SCC(=O)NNC(=O)c2ccccc2F)s1
18) C[C@@H]1CCCCO[C@H](CN(C)C(=O)C2CCCCC2)[C@@H](C)CN([C@@H](C)CO)C(=O)c2cc(N(C)C)ccc2O1
7) NC(=O)COc1ccc(=O)n(-c2ccccc2)n1
10) C[C@@H]1CN([C@H](C)CO)C(=O)Cc2cc(NC(=O)CCCCCC(=O)Nc3ccccc3N)ccc2O[C@@H]1CN(C)Cc1ccccc1
39) COc1ccc(-n2nc(C(=O)NCC(=O)NCCc3ccc(OC)c(OC)c3)c3ccccc3c2=O)cc1Cl
8) Cc1csc(-c2cnn(-c3ccccc3)c2NC(=O)c2ccccc2)n1
46) CCc1c(C)nc(SCC(=O)Nc2ccc(Br)cc2)[nH]c1=O
entry no.	6	18	7	10	39	8	46
PAX8 reporter	10.9	11.2	-20.9	12.0	24.3	26.4	-5.5
EWS-Fli block	5.7	-5.2	0.3	-26.4	10.1	/	3.1
miR-122 sensor	1.5	-10.5[16.7 µM]	4.3	9.0[16.7 µM]	-21.6	-1.2	-7.3
DENV2 CPE	-1.5	/	0.5	-7.6	-1.7	/	-5.5
FN deposition inh	19.5	/	-0.9	/	0.8	-1.3	-1.5
INS-1E GSIS act	20.1	-8.3	1.0	22.2	5.9	/	10.1
CFTR F508del cor	1.0	2.5	-0.6	0.1	1.3	/	-1.9

(list continues)
51) O=C(C[C@H]1C=C[C@@H](NC(=O)C2CC2)[C@@H](CO)O1)NC1CCC1
52) O=C(CCn1c(=O)oc2ccccc21)NCCCN1CCCC1=O
53) CCS(=O)(=O)NC(C)C(c1cccs1)N1CCN(c2ccc(OC)cc2)CC1 (stereo not given)
54) CO[C@H]1CN(C)C(=O)c2cc(NC(=O)Nc3ccccc3)ccc2OC[C@@H](C)N(CC2CC2)C[C@@H]1C
55) CCOC(=O)C1CCN(S(=O)(=O)c2ccc(NC(=O)c3ccco3)cc2)CC1
entry no.	51	52	53	54	55
PAX8 reporter	-6.8	0.1	1.5	/	/
EWS-Fli block	1.8	-5.3	-0.3	18.8	0.1
miR-122 sensor	-2.0[16.7 µM]	/	2.3	-13.2[16.7 µM]	-6.5
DENV2 CPE	-3.7	-1.9	12.5	2.3	9.5
FN deposition inh	-1.5	-3.2	0.1	2.5	-4.1
INS-1E GSIS act	24.2	-2.4	1.8	-23.7	5.6
CFTR F508del cor	-1.7	-6.1	-6.7	3.3	0.8

High-throughput results (PubChem BioAssay)
